Bioassay records deposited in PubChem by National Center for Advancing Translational Sciences (NCATS).
LDHA inh: blocks human lactate dehydrogenase A | P00338 | purified LDHA, NADH/diaphorase-resazurin fluorescence; hits give low values | activity change, % (values are at about 110 or 230 µM) | 480,000 tested, 0.15% active; in the data active means activity change below about -30%; inconclusive means mostly about -25% to -30%;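 further: plate controls were DMSO wells for no effect and wells without enzyme for full effect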
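Remaining NADH was detected by diaphorase (0.133 mg/mL) converting 37 µM resazurin to fluorescent resorufin, read at 0 and 20 minutes. The preceding 5-minute room-temperature reaction used 2 nM LDHA, 0.2 mM sodium pyruvate and 0.06 mM NADH at pH 7.4.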
Glioma ERSR ind: induces the endoplasmic reticulum stress response in human glioma cells; U87-MG GRP78 promoter luciferase reporter, 16 h; Potency, µM, inactives show top-dose activation, usual class: activators; 420,000 tested, 0.02% active; further: potency means the concentration at half of the fitted maximal effect; series mostly up to about 76 µM; % of control where 0% means no effect; nearly all actives have a fitted effect of over 35% in size
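Stably transfected U87-MG human glioma cells carrying a GRP78-based luminescent sensor were seeded at 1000 cells/well, pin-dosed with compounds and incubated 16 h. Luciferase reagent was then added, and end-point luminescence was read after 10 min at room temperature.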
Vif-A3G inh: inhibitors of Vif-APOBEC3G interaction. Q9HC16. HeLa A3G-eYFP + Vif (tagged APOBEC3G with the HIV-1 protein that degrades it), YFP fluorescence, overnight. Potency, µM (highest dose often 46.1 µM), for inactives: at the highest dose activity, negative = active, usual class: inhibitors. 410,000 tested, 0.076% active. AID 602310;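 further: potency means the concentration at half of the fitted maximal effect; on the % scale 0 is the no-effect control and ±100 the full control effect; nearly all actives have a fitted effect of over 60% in size; hits raise eYFP signal because A3G escapes Vif-driven loss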
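Read-out is eYFP fluorescence (Ex 488/Em 500-530) from Vif-expressing HeLa A3G-eYFP cells; more signal means A3G escaped Vif-mediated degradation. Cells plated overnight, compound pinned in, incubated overnight at 37 deg C.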
USP1 inh: blocks the human USP1/UAF1 deubiquitinase complex; Potency, µM (series often up to 57.1 µM), for inactives: at the highest dose activity change, negative = inhibition, actives largely listed as inhibitors; AID 743255; recombinant USP1/UAF1, Ub-Rhodamine cleavage fluorescence; 390,000 tested, 0.23% active; O94782; further: potency means the concentration at half of the fitted maximal effect; on the % scale 0 is the no-effect control and ±100 the full control effect; nearly all actives have a fitted effect of over 60% in size; inactives centre near -12
Target sequence (O94782 whole entry, looked up): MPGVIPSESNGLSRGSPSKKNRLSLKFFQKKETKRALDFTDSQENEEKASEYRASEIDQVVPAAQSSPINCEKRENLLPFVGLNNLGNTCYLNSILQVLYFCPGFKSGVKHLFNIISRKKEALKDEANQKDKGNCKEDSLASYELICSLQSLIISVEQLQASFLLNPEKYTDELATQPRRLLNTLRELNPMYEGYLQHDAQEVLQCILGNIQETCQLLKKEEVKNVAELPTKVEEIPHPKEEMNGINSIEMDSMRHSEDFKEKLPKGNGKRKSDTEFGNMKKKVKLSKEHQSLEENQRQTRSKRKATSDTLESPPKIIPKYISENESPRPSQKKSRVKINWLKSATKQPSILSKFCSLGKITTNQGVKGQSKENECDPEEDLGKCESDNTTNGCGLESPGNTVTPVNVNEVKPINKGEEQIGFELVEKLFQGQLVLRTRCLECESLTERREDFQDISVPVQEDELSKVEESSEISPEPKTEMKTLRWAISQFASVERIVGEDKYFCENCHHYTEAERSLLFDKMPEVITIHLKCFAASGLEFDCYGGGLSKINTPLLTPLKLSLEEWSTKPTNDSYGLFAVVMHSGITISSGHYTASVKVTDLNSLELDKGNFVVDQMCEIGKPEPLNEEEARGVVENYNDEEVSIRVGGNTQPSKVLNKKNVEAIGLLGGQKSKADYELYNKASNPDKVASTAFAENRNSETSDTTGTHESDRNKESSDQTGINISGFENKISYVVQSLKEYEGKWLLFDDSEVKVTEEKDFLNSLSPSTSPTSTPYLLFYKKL
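In this screen, compounds sit with the deubiquitinase complex (1nM) for 15 min at room temperature before Ub-Rho is added at 150nM final. Fluorescence rise is then followed for 6 reads every 60 seconds.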
RXFP1 agonist: activates the human relaxin receptor RXFP1; Q9HBX9; HEK293T-RXFP1 cAMP TR-FRET, 30 min; response scale: percent of porcine relaxin response, buffer zero; Potency, µM (titrated, usually from 57.5 µM), for inactives: top-dose activation, actives largely listed as activators; 370,000 tested, 0.3% active; further: potency means the concentration at half of the fitted maximal effect; on the % scale 0 is the no-effect control and ±100 the full control effect; nearly all actives have a fitted effect of over 60% in size; many of its hits are not listed in these tables
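HEK293T cells stably expressing RXFP1 were pretreated with the PDE4 inhibitor Ro 20174, exposed to compounds for 30 min at 37C, lysed, and cAMP was read by TR-FRET. Data normalized to buffer (basal) and 29 nM porcine relaxin (100%).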
PI4K2A block: PI4K2A (human) kinase inhibition; purified PI4K2A, ADP-Glo luminescence, 1 h; hits give low values; Q9BTU6; AID 1346378; 420,000 tested, 0.13% active; activity change, negative = inhibition, % at 76.9 µM; in the data active means activity change below about -50%; inconclusive means mostly about -30% to -49%;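 further: -100% = wells without enzyme as full effect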
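Compounds are screened against recombinant PI4K2A using PI as substrate and ATP, the latter dispensed at 300 microM. Reactions run one hour at ambient temperature before ADP-Glo detection; full inhibition defined by wells lacking enzyme.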
IDH1 R132H inh: blocks human mutant IDH1 R132H enzyme. O75874. IDH1-R132H enzyme, NADPH consumption, diaphorase/resazurin fluorescence. Potency, µM (series often up to 76.6 µM), inactives show at the top dose activity change, negative = inhibition, usual class: inhibitors. 390,000 tested, 0.093% active; further: potency means the concentration at half of the fitted maximal effect; on the % scale 0 is the no-effect control and ±100 the full control effect; nearly all actives have a fitted effect of over 65% in size
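IDH1-R132H (0.5 ug/mL dispensed) in pH 7.5 Tris buffer was preincubated 30 min with compound, then given a substrate mix of 0.016 mM NADPH and 2 mM alpha-KG for 80 min at room temperature; remaining NADPH was read by diaphorase/resazurin fluorescence.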
Vif-APOBEC3F blk: Vif-A3F binding inhibition; HeLa A3F-eYFP + Vif (tagged APOBEC3F with the HIV-1 protein that degrades it), YFP fluorescence increase; Potency, µM (top dose mostly 46.1 µM), without a hit: top-dose activity, negative = active; 390,000 tested, 0.2% active; AID 602313; further: potency means the concentration at half of the fitted maximal effect; % of control where 0% means no effect; nearly all actives have a fitted effect of over 65% in size
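Fluorescence increase (Ex 488/Em 500-530) after overnight compound treatment at 37 deg C flags inhibition of Vif-driven A3F-eYFP loss in stable HeLa A3F-eYFP/Vif cells seeded overnight beforehand.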
TrxR1 substrate: is turned over as a substrate by rat TrxR1; O89049; purified TrxR1 substrate turnover, NADPH consumption readout; Potency, µM (series often up to 114 µM), without a hit: top-dose activity change, negative = substrate turnover; 390,000 tested, 0.01% active; further: potency means the concentration at half of the fitted maximal effect; on the % scale 0 is the no-effect control and ±100 the full control effect; nearly all actives have a fitted effect of over 50% in size
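Rat TrxR1, dispensed at 90 nM, was prereduced with 400 uM NADPH (final) for 5 min at ~22 deg C, then incubated with compound 15 min before 400 uM selenite. A first-read NADPH fluorescence drop versus no-compound background flagged substrates.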
Active calls of the source: *; ? = inconclusive; nt = not tested or not shown; & = joins results of further samples; [ ] = remark or other dose. Unless noted, the call rests on the fitted dose curve; in most records, active means well fitted curve in the direction sought with a large enough effect; inconclusive means small, poorly fitted or top-dose-only effect, or another doubt; inactive means no such curve, though single readings can be large; an effect the other way counts as inactive or inconclusive. Some of the compounds tested (hit frequency here may not be typical).

no.	molecule	LDHA inh	Glioma ERSR ind	Vif-A3G inh	USP1 inh	RXFP1 agonist
1	O=C(Nc1ccccn1)C(c1ccccc1)c1ccccc1	1	-2%	0%	-25%	nt
2	CN(CCCNC(=O)CCC(=O)N1CCOc2ccccc21)Cc1ccccc1	-2	-5%	1%	-20%	-0.7%
3	COc1ccccc1CNc1nc2nc(C)c(C)c(=O)n2[nH]1	-3	-1%	-1%	-6%	0.1%
4	COc1ccc(CCNC(=O)C2CCN(C(=O)c3ccc(Cl)cc3)CC2)cc1	2	-2%	-1%	?	-0.3%
5	N#Cc1nc(-c2cccs2)oc1N1CCN(Cc2ccccc2)CC1	3	6%	1%	-5%	5.7%
6	CCOC(=O)N1CCN(C(=O)/C=C/c2c(C)nn(-c3ccc(F)cc3)c2Cl)CC1	-1	-1%	0%	-14%	2.5%
7	CCOC1=C2[C@H](c3ccccc3)N(S(=O)(=O)c3ccccc3)C[C@H]2n2c(=O)n(-c3ccccc3)c(=O)n2C1	-9	-2%	-7%	nt	nt
8	Cc1nc2ccc(NS(=O)(=O)c3ccc(F)c(F)c3F)cc2s1	0	-3%	-10%	-14%	nt
9	C[C@H](CO)N1C[C@H](C)[C@@H](CN(C)C)Oc2c(NS(=O)(=O)c3ccc(F)cc3)cccc2C1=O	-3	-4%	1%	-4%	nt
10	COc1ccc(NC(=O)C2C3CCC(O3)C2C(=O)O)c(C)c1 (stereo not drawn)	5	0%	0%	-17%	-0.8%
11	COc1cc(NC(=O)CSc2ncccc2C(=O)OC(C)C)cc(OC)c1	-1&2	-3%&-1%	-3%&-1%	?	1.4%&2.0%
12	O=C1CNc2cc(Cl)ccc2N1	-2	-3%	-5%	-15%	nt

no.	PI4K2A block	IDH1 R132H inh	Vif-APOBEC3F blk	TrxR1 substrate
1	-5	3%	-10%	nt
2	0	5%	0%	4%[57.1 µM]
3	-5	22%	nt	-5%
4	-7	-1%	-11%	6%
5	1	0%	6%	129%[activator]
6	-1	-2%	0%	-2%
7	3	nt	nt	nt
8	4	1%	-24%	2%
9	3	-1%	2%	-2%[57.1 µM]
10	0	1%	-10%	6%
11	3&0	4%&2%	7%&2%	-4%[57.1 µM]
12	4	2%	-2%	nt

Other records:
no.	molecule	LDHA inh	Glioma ERSR ind	Vif-A3G inh	USP1 inh	RXFP1 agonist
13	CCOc1ccc(-n2ccnc(SCC(=O)NCc3cccc(OC)c3)c2=O)cc1	-2	-1%	-5%	-9%	4.5%
14	CN(C(=O)COC(=O)C12CC3CC(CC(Cl)(C3)C1)C2)c1ccccc1	3	-5%	0%	?	nt
15	O=C(NC1CCN(C(=S)NCc2ccco2)CC1)C1CCCCC1	-20	-3%	-5%	-9%	-0.2%
16	COc1ccc(C(=O)N2CCOC2CNC(=O)C(=O)NCc2ccccn2)cc1 (stereo not drawn)	-7	-2%	0%	-24%	nt
17	COCCCN(CC(=O)O)S(=O)(=O)c1cccc(Cl)c1	-3	-5%	-10%	-25%	2.2%
18	CC1C(=O)N2CCCc3cc(S(=O)(=O)NCc4ccc(F)cc4)cc1c32 (stereo not drawn)	-4	-3%	1%	-16%	1.8%
19	CCOc1ccc(/C=N/NC(=O)Cc2csc(Nc3cccc(C(F)(F)F)c3)n2)cc1	0	10%	-14%	-14%	-0.1%
20	CC(C)(C)OC(=O)C1C(=O)CC(C)(O)C(C(=O)OC(C)(C)C)C1c1cccnc1 (stereo not drawn)	-1	-3%	-1%	-9%	-1.8%
21	O=C(CN(Cc1cccs1)C(=O)CCC(=O)Nc1ccccn1)NCc1ccccc1	-2	-2%	0%	-23%	-0.2%
22	C=C(C)CNC(=S)NNC(=O)c1ccco1	1	-5%	?	-7%	1.0%
23	O=C1CCc2cc(S(=O)(=O)N3CCCC3C(=O)NC3CCCCCCC3)ccc2N1 (stereo not drawn)	-6	1%	0%	-21%	-0.1%
24	O=S1(=O)N=C(N(CCO)/N=C/C=C/c2ccccc2)c2ccccc21	-1	-4%	-20%	-15%	2.0%

no.	PI4K2A block	IDH1 R132H inh	Vif-APOBEC3F blk	TrxR1 substrate
13	-2	8%	2%	-3%
14	5	8%	-17%	-9%[57.1 µM]
15	-2	10%	-1%	12%
16	0	-4%	0%	nt
17	6	0%	-2%	8%[57.1 µM]
18	-3	-3%	0%	-1%[57.1 µM]
19	4	0%	?	-3%
20	3	5%	0%	1%
21	4	11%	5%	-5%[57.1 µM]
22	-3	0%	-1%	5%
23	0	-1%	2%	0%[57.1 µM]
24	3	2%	-9%	-8%

(cont.)
no.	molecule	LDHA inh	Glioma ERSR ind	Vif-A3G inh	USP1 inh	RXFP1 agonist
25	CCc1cccc2c(C(=O)CSc3nnc(-c4ccoc4C)n3C)c[nH]c12	-1	-4%	-2%	-12%	0.8%
26	COC(=O)c1cc(=O)n(-c2ccc(F)cc2)c(=Nc2ccc(F)cc2)s1	0	-12%	?	-24%	2.0%
27	Cc1noc(/C=C/c2cccs2)c1S(=O)(=O)N1CCC(C(=O)NCc2ccccc2Cl)CC1	-5	-2%	-4%	-9%	1.5%
28	COc1ccc(C(NC(=O)C2CCN(CCCOc3ccccc3)CC2)c2cccs2)cc1 (stereo not drawn)	-8	0%	1%	nt	nt
29	Cc1cccc(Nc2c([N+](=O)[O-])c(=O)oc3ccccc23)c1	-1	-4%	-10%	-11%	-2.8%
30	Cc1ccc(/C=N/Nc2ccc(C(=O)O)cc2)s1	0	-18%	-3%	-8%	-0.3%
31	O=C(CSc1ncc(S(=O)(=O)c2ccc(Br)cc2)c(=O)[nH]1)NCc1ccccc1Cl	-2	-3%	0%	-25%	-0.8%
32	COc1ccc(-n2cc(-c3ccccc3)c3c(NC4CCCCC4)ncnc32)cc1	-5	-3%	-2%	-16%	-0.5%
33	N#C/C(=C(/O)CCCl)c1ccccn1	0	1%	-1%	-18%	10%
34	CC(C)CCN(C(=O)c1ccccn1)c1c(N)n(Cc2ccccc2)c(=O)[nH]c1=O	-3	-2%	1%	-9%	nt
35	Cc1ccc(NS(=O)(=O)c2ccc(OCC(=O)Nc3cccc([N+](=O)[O-])c3)c(C)c2)cc1	-9	4%	2%	-19%	0.2%
36	COc1ccc(C(=O)NCCNc2nc3c(C)cccc3cc2C#N)cc1	-3	-5%	-5%	-16%	nt

no.	PI4K2A block	IDH1 R132H inh	Vif-APOBEC3F blk	TrxR1 substrate
25	-6	8%	0%	-5%
26	2	13%	1%	-7%[57.1 µM]
27	8	-8%	-1%	3%
28	-1	nt	nt	nt
29	6	0%	-11%	1%
30	?	2%	2%	5%[57.1 µM]
31	-1	-18%	3%	-3%
32	-19	-1%	0%	-6%[57.1 µM]
33	3	3%	2%	59%[activator]
34	3	1%	2%	-3%[57.1 µM]
35	9	-4%	-8%	2%[57.1 µM]
36	6	1%	-3%	20%

(more compounds)
no.	molecule	LDHA inh	Glioma ERSR ind	Vif-A3G inh	USP1 inh	RXFP1 agonist
37	CCCc1c(C)nc2c(OC)cccc2c1SCC(=O)O	-5	-5%	0%	-7%	9.9%
38	Cn1ccc(C(=O)Nc2ccc3c(c2)OCCO3)n1	1	-9%	-1%	-24%	-0.8%
39	CC(=O)NC12CC3CC(C1)CC(C(=O)N1CCN(S(=O)(=O)c4ccccc4C#N)CC1)(C3)C2	-4	-3%	0%	-9%	nt
40	O=C1C=C(c2n[nH]nc2-c2ccccc2)C[C@@H](c2ccc(F)cc2)C1	-9	-4%	-4%	-23%	nt
41	CCOC(=O)c1ccccc1NC(=O)Cn1ncc2c1-c1ccccc1OC2	-5	-2%	-1%	?	0.4%
42	COC(=O)Nc1ccc(S(=O)(=O)Nc2cc(C(F)(F)F)c[nH]c2=O)cc1	-2	-1%	0%	-22%	1.6%
43	CC1Oc2ccccc2C=C1/C=N/NC(=O)c1ccccc1 (stereo not drawn)	-7	3%	-5%	-16%	-2.7%
44	COc1ccc(OC)c(CN2CCC(C(=O)N3CCOCC3)CC2)c1	-21	-6%	-1%	0%	4.4%

no.	PI4K2A block	IDH1 R132H inh	Vif-APOBEC3F blk	TrxR1 substrate
37	-1	4%	7%	7%[57.1 µM]
38	-8	-9%	-5%	6%
39	5	15%	-20%	-8%[57.1 µM]
40	-3	13%	-2%	nt
41	-2	3%	3%	7%
42	4	12%	0%	15%[0.0914 µM]
43	3	2%	-4%	17%[57.1 µM]
44	-1	0%	-1%	9%

Compound profiles (already shown). Order of screens: LDHA inh | Glioma ERSR ind | Vif-A3G inh | USP1 inh | RXFP1 agonist | PI4K2A block | IDH1 R132H inh | Vif-APOBEC3F blk | TrxR1 substrate
CC1Oc2ccccc2C=C1/C=N/NC(=O)c1ccccc1 (stereo not drawn) is entered as -7 | 3% | -5% | -16% | -2.7% | 3 | 2% | -4% | 17%[57.1 µM]
CC(=O)NC12CC3CC(C1)CC(C(=O)N1CCN(S(=O)(=O)c4ccccc4C#N)CC1)(C3)C2 is entered as -4 | -3% | 0% | -9% | nt | 5 | 15% | -20% | -8%[57.1 µM]
Cn1ccc(C(=O)Nc2ccc3c(c2)OCCO3)n1 is entered as 1 | -9% | -1% | -24% | -0.8% | -8 | -9% | -5% | 6%
CCCc1c(C)nc2c(OC)cccc2c1SCC(=O)O is entered as -5 | -5% | 0% | -7% | 9.9% | -1 | 4% | 7% | 7%[57.1 µM]
